Source: PubChem BioAssay
KCNH2 3.1 block: KCNH2 3.1 (human) potassium channel inhibition; 340,000 compounds, 0.95% hits; activity change, % (tested at about 1.8 µM); U2OS KCNH2 3.1, thallium flux FluxOr; hits give low values;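 active = maximum activity change below -70%; inconclusive = maximum activity change from -70% to -50%; inactive = maximum activity change above -50%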;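 note: thallium influx rate constant from kinetic fluorescence after stimulation buffer; % is set by controls: 0 for no effect and ±100 for the full control effect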
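Steps: virus added to U2OS suspension (4 h, RT, dark); medium with 10% FBS added, cells plated, 37 C overnight; FluxOr/Red40 loading buffer 45 min RT; stimulation buffer, 2 min kinetic read; rate constant normalized.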
Eya2 phos inh: inhibitors of human Eya2 phosphatase activity. Potency, µM (highest dose often 76.9 µM), inactives show at the highest dose activity, negative = inhibition, usual class: inhibitors. recombinant Eya2, OMFP fluorescence dephosphorylation (OMFP is methylfluorescein phosphate). AID 488837. O00167. 330,000 compounds, 0.006% hits; note: potency is the fitted concentration of half-maximal effect; % is set by controls: 0 for no effect and ±100 for the full control effect
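Eya2 (0.2 uM) preincubated 10 min at ambient with compound, then OMFP substrate added at 50 uM; 10 min reaction in 50 mM HEPES pH 7.5, 50 mM NaCl, 5 uM MgCl2, 0.05% BSA, 1 mM DTT. Fluorescence read at Ex 485/Em 525 nm.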
Mito fusion yeast: blocks mitochondrial division or promotes mitochondrial fusion | AID 485298 | 320,000 compounds, 0.23% hits | S. cerevisiae fusion-defective mutant growth rescue, CellTiterGlo 48 h | Potency, µM (highest dose often 46.1 µM), inactives show at the highest dose growth rescue (activation), actives largely listed as activators;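 note: potency is the fitted concentration of half-maximal effect; % of control where 0% means no effect; nearly all actives have a fitted effect of over 45% in size; temperature-sensitive fusion mutants such as fzo1-1 at 37 °C on non-fermentable ethanol glycerol medium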
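Compounds are tested for their ability to restore growth of mitochondrial fusion-defective yeast strains at non-permissive 37C in YPEG medium over 48 hours. Viability is quantified by luciferase luminescence.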
TRPV1 ag: activates the human vanilloid receptor TRPV1 | TRPV1-expressing cells, Fluo-8 calcium influx, agonist mode | activation, % at 8.33 µM | 320,000 compounds, 0.19% hits | Q8NER1; in the data active = activation above about 80%; inconclusive = between about 30% and that limit; note: 0% is about no effect
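TRPV1-expressing cells were cultured overnight at 35.5C and loaded with Fluo-8 calcium dye for 40 to 90 min at room temperature. After a 10 s baseline, compound was added and calcium influx was read kinetically for 3 min (ex 480/em 520 nm).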
TCR act: activates T cell receptor signaling; primary human leukocytes, anti-CD3, IL-2 HTRF, 48 h; Potency, µM (titrated, usually from 9.22 µM), without a hit: at the top dose activation of IL-2 secretion, most hits filed as activators; 330,000 tested, under 10 active; AID 504894; note: % of control where 0% means no effect
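Primary human leukocytes were stimulated with a-CD3 beads plus compounds for 48 hr without co-stimulation; secreted IL-2 was quantified by HTRF using a-IL-2-K (europium cryptate) and a-IL-2-d2, excited at 320nm with acceptor emission read at 665nm.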
USP2a block: blocks human ubiquitin-specific protease USP2a. O75604. USP2 core, Ub-CHOP2 coupled fluorogenic reporter, 485/531. Potency, µM (top dose mostly 38.3 µM), without a hit: at the highest dose activity change, negative = inhibition, most hits filed as inhibitors. 330,000 compounds, 0.01% hits;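 note: potency is the fitted concentration of half-maximal effect; plate controls were DMSO wells for no effect and full inhibition by NEM control for full effect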
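Deubiquitinase activity read as fluorescence (485/531 nm) after Ub-CHOP2 cleavage activates the enterokinase reporter on its substrate; USP2 core 10nM, Ub-CHOP2 and substrate 25nM each, 30min compound preincubation then 60min RT; data normalized to NEM, curves fitted.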
TSHR antag: blocks TSH signaling through the human TSH receptor. P16473. TSHR-expressing cells, TSH-stimulated cAMP HTRF, 2 h; hits give low values. activity change, negative = inhibition, % at 11.5 µM. 330,000 compounds, 0.2% hits;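 active = activity change below a set negative limit, meaning inhibition stronger than a set level, cut at about -70% in these data; inconclusive = activity change between two set negative limits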; note: % is set by controls: 0 for no effect and ±100 for the full control effect
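Cell-based HTRF cAMP assay; TSHR cells + compound, TSH EC80 (4nM final), 2 h, 37 deg C. Lysis with anti-cAMP cryptate and cAMP-d2, 30 min RT, read 665/620 nm.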
AT treatment: candidate therapy for ataxia-telangiectasia. Potency, µM (series often up to 57.5 µM), without a hit: top-dose activation, actives largely listed as activators. AID 485349. 320,000 compounds, 0.19% hits. […] A-T fibroblasts, KAP-1 phosphorylation AlphaLISA; neocarzinostatin DNA damage 30 min before lysis; note: potency is the fitted concentration of half-maximal effect; % of control where 0% means no effect; nearly all actives have a fitted effect of over 45% in size
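hTERT-immortalized A-T patient fibroblasts ([…]), 500 cells/well in OPTI-MEM, 1% FBS, got compounds for 60 min, then NCS for 30 min at 37C. Lysates were then assayed for phospho-KAP-1 by AlphaLISA (anti-pKAP1 donor, anti-KAP1 acceptor beads), 6 hr at 25C.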
KCNH2 WT inh: blocks the wildtype human KCNH2 potassium channel; Q12809; U2OS, BacMam KCNH2, thallium flux FluxOr; hits give low values; activity change, % at 1.84 µM; 340,000 compounds, 0.37% hits; AID 720551;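 active = maximum activity change below -70%; inconclusive = maximum activity change between -70% and -50%; inactive = maximum activity change above -50%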; note: % is set by controls: 0 for no effect and ±100 for the full control effect
Target sequence (Q12809 whole entry, looked up): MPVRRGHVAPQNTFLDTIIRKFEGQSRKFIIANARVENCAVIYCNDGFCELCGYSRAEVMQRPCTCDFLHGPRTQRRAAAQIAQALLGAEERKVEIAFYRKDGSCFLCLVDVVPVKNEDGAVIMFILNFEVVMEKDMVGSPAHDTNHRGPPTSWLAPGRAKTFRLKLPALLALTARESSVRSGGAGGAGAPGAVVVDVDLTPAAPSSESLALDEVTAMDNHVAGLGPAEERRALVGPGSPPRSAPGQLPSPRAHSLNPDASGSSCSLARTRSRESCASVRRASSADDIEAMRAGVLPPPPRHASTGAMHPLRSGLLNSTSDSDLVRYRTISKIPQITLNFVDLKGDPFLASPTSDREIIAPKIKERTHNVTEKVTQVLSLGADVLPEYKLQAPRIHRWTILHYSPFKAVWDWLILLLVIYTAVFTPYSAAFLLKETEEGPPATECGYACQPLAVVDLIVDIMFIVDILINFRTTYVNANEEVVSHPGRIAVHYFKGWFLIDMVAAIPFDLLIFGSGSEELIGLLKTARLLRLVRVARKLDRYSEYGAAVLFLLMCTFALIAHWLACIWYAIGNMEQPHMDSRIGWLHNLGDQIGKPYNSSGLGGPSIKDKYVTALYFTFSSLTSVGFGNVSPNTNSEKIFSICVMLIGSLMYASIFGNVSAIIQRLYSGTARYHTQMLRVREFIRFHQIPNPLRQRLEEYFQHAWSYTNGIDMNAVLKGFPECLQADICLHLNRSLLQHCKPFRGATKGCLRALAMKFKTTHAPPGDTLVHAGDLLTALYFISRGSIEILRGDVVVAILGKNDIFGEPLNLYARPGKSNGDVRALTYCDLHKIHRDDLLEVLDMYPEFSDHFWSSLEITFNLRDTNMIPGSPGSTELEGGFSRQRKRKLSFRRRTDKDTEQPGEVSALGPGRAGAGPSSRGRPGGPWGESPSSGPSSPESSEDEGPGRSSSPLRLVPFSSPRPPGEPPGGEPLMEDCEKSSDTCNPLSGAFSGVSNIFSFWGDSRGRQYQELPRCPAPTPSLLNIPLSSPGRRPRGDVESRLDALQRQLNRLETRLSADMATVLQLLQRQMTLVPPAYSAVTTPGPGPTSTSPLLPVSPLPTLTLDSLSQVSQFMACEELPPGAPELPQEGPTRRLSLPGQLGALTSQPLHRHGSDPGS
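U2OS cells were transduced with wild-type KCNH2 virus (2.03 x 10^8 / mL) for 4 h at room temperature, then cultured overnight at 37 C. Thallium flux was read with FluxOr dye. Rate constants were normalized to DMSO controls.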
ELG1 DNA repair: inhibitors of ELG1-dependent DNA repair in HEK293T cells. HEK293T ELG1-luciferase reporter, luminescence, 16 h; DNA damage induced by 5-fluorouridine. Potency, µM (series often up to 46.1 µM), for the others: at the highest dose activity change, negative = inhibition, hits mostly inhibitors. 330,000 compounds, 2.3% hits; note: potency is the fitted concentration of half-maximal effect; % is set by controls: 0 for no effect and ±100 for the full control effect; nearly all actives have a fitted effect of over 55% in size
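Reporter activity after DNA damage by 5-fluorouridine is monitored. Compound-treated cells incubate 16 hr at 37 °C, then ONE-Glo is added for 30 min before luminescence reading.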
* = called active by the depositor; & = joins results of further samples; [ ] = dose if it differs, or a comment. Unless noted, calls come from the whole dose curve; as a rule, active = well fitted curve in the direction sought with a large enough effect; inconclusive = small, poorly fitted or top-dose-only effect, or another doubt; inactive = no such curve, though single readings can be large; an effect the other way counts as inactive or inconclusive. This is a subset, so the mix of outcomes need not match the whole.

`CCC(C)NC(=O)c1c(N)n(/N=C/c2cccnc2)c2nc3ccccc3nc12` (stereo not drawn) gave KCNH2 3.1 block -4, Eya2 phos inh -2%, Mito fusion yeast 0%, TRPV1 ag 8, TCR act 1%, USP2a block 2%, TSHR antag 2, AT treatment 9%, KCNH2 WT inh -5 and ELG1 DNA repair 12µM*.
COc1ccc(S(=O)(=O)N2CCC(C(=O)NCCC(=O)Nc3ccc(Cl)cc3)CC2)cc1 was read as KCNH2 3.1 block -17, Eya2 phos inh 0%, Mito fusion yeast 4%, TRPV1 ag -2, TCR act 4%, USP2a block 2%, TSHR antag 42, AT treatment 9%, KCNH2 WT inh 1 and ELG1 DNA repair 12%.
`Cc1cc(C(=O)N2CCN(C/C=C/c3ccccc3)CC2)no1` gave KCNH2 3.1 block -13, Eya2 phos inh -2%, Mito fusion yeast -4%, TRPV1 ag 2, TCR act -3%, USP2a block 1%, TSHR antag 10, AT treatment -2%, KCNH2 WT inh -21 and ELG1 DNA repair 4%.
For CCOC(=O)C1CCCN(C(=O)c2cc(=O)c3ccccc3o2)C1 (stereo not drawn) the results were KCNH2 3.1 block 6, Eya2 phos inh -29%, Mito fusion yeast -2%, TRPV1 ag 13, TCR act 2%, USP2a block -1%, TSHR antag 4, AT treatment 10%, KCNH2 WT inh 0 and ELG1 DNA repair -12%.
Screening COc1ccc(C(=O)C2CCCN(C(=O)/C=C/c3cnc[nH]3)C2)c(C)c1 (stereo not drawn) returned KCNH2 3.1 block -8, Eya2 phos inh -1%, Mito fusion yeast -3%, TRPV1 ag -8, TCR act 5%, USP2a block 0%, TSHR antag 10, AT treatment 9%, KCNH2 WT inh 0 and ELG1 DNA repair -3%.
`CC(=O)Nc1cccc(NC(C)=O)n1` gave KCNH2 3.1 block 15, Eya2 phos inh -8%&0%, Mito fusion yeast -1%&4%, TRPV1 ag 4&-4, TCR act -32%, USP2a block -1%&-1%, TSHR antag 2&41, AT treatment 0%&3%, KCNH2 WT inh 1 and ELG1 DNA repair -3%&21%.
Screening COc1ccc(OC)c(S(=O)(=O)N2CCC3(CC2)OCCN3S(=O)(=O)c2ccccc2)c1 returned KCNH2 3.1 block -1, Eya2 phos inh -20%, Mito fusion yeast -1%, TRPV1 ag -1, USP2a block 2%, TSHR antag 0, AT treatment 5%, KCNH2 WT inh -11 and ELG1 DNA repair -20%.
`COCCN1C(=O)N(c2cccc(C)c2)C(=O)C1CC(=O)Nc1cc(OC)cc(OC)c1` (stereo not drawn) gave KCNH2 3.1 block 1, Eya2 phos inh 9%, Mito fusion yeast -2%, TRPV1 ag -2, TCR act 2%, USP2a block 1%, TSHR antag 6, AT treatment 1%, KCNH2 WT inh -5 and ELG1 DNA repair -10%.
For CCOC(=O)C1CCN(C(=O)C2c3ccccc3C(=O)N(C)C2c2ccc(OC)cc2)CC1 (stereo not drawn) the results were KCNH2 3.1 block 5, Eya2 phos inh 0%, Mito fusion yeast -8%, TRPV1 ag 1, TCR act 4%, USP2a block 2%, TSHR antag -5, AT treatment -1%, KCNH2 WT inh 2 and ELG1 DNA repair -21%.
S=C(NCCc1ccccc1)NC1CCCCCC1 was read as KCNH2 3.1 block -6, Eya2 phos inh -22%, Mito fusion yeast 6%, TRPV1 ag -9, TCR act 2%, USP2a block 2%, TSHR antag -11, AT treatment -5%, KCNH2 WT inh 0 and ELG1 DNA repair inconclusive.

Quoted at random: 2 compounds from above.
Screening COc1ccc(C(=O)C2CCCN(C(=O)/C=C/c3cnc[nH]3)C2)c(C)c1 (stereo not drawn) returned KCNH2 3.1 block -8, Eya2 phos inh -1%, Mito fusion yeast -3%, TRPV1 ag -8, TCR act 5%, USP2a block 0%, TSHR antag 10, AT treatment 9%, KCNH2 WT inh 0 and ELG1 DNA repair -3%.
`CC(=O)Nc1cccc(NC(C)=O)n1` gave KCNH2 3.1 block 15, Eya2 phos inh -8%&0%, Mito fusion yeast -1%&4%, TRPV1 ag 4&-4, TCR act -32%, USP2a block -1%&-1%, TSHR antag 2&41, AT treatment 0%&3%, KCNH2 WT inh 1 and ELG1 DNA repair -3%&21%.

Going on with the list.
`Cc1ccccc1-n1nnc2c(=O)oc3ccccc3c21` gave KCNH2 3.1 block -3, Eya2 phos inh 12%, Mito fusion yeast 1%, TRPV1 ag -6, TCR act -46%, USP2a block 0%, TSHR antag -33, AT treatment -6%, KCNH2 WT inh -3 and ELG1 DNA repair 0%.
Screening Cc1ccc2cc(CCNC(=O)c3cc4ccccc4o3)c(=O)[nH]c2c1C returned KCNH2 3.1 block -2, Eya2 phos inh 1%, Mito fusion yeast 2%, TRPV1 ag 2, TCR act 4%, USP2a block 2%, TSHR antag -3, AT treatment 0%, KCNH2 WT inh 2 and ELG1 DNA repair inconclusive.
`CCc1ccccc1Nc1nn2c(=O)c3ccc(C(=O)NCCCOC(C)C)cc3nc2s1` gave Eya2 phos inh 4%, Mito fusion yeast -2%, TRPV1 ag -2, USP2a block 4%, TSHR antag -5 and AT treatment -9%.
`COC(=O)CC#N` gave KCNH2 3.1 block -4, Eya2 phos inh 12%, Mito fusion yeast -10%, TRPV1 ag 1, TCR act 4%, USP2a block 0%, TSHR antag -29, AT treatment 3%, KCNH2 WT inh 3 and ELG1 DNA repair 31%.
`O=C(Nc1ccc(NC(=O)c2cccs2)c(Cl)c1)c1cccs1` gave KCNH2 3.1 block -2, Eya2 phos inh 1%, Mito fusion yeast 16%, TRPV1 ag 4, TCR act -9%, USP2a block 3%, TSHR antag -10, AT treatment -5%, KCNH2 WT inh -5 and ELG1 DNA repair inconclusive.
Screening Cc1ccccc1C(=O)c1cccn1CC(=O)N1CCCCCC1 returned KCNH2 3.1 block -100*, Eya2 phos inh 7%, Mito fusion yeast 2%, TRPV1 ag -1, TCR act 1%, USP2a block 2%, TSHR antag -2, AT treatment -2%, KCNH2 WT inh 5 and ELG1 DNA repair 8%.
Screening O=c1c(Cc2ccccc2)c(O)nc2n1CCCS2 returned KCNH2 3.1 block -6, Eya2 phos inh 12%, Mito fusion yeast 0%, TRPV1 ag -4, TCR act -3%, USP2a block 2%, TSHR antag 2, AT treatment 1%, KCNH2 WT inh 8 and ELG1 DNA repair -2%.
`Cc1cccc(NC(=O)C2CCN(S(=O)(=O)c3cccc4cccnc34)CC2)c1` gave KCNH2 3.1 block 7, Eya2 phos inh 15%, Mito fusion yeast 4%, TCR act 1%, USP2a block 0%, TSHR antag 0, AT treatment 3%, KCNH2 WT inh -2 and ELG1 DNA repair inconclusive.
Screening O=C(c1ccc(S(=O)(=O)Nc2ccccc2F)cc1)N1CCN(c2ccccc2O)CC1 returned KCNH2 3.1 block -3, Eya2 phos inh 11%, Mito fusion yeast 0%, TRPV1 ag 0, TCR act -4%, USP2a block -2%, TSHR antag -4, AT treatment 4%, KCNH2 WT inh 6 and ELG1 DNA repair -3%.
For CC1CCC(NC(=O)c2cc(Cl)nc3ccccc23)CC1 (stereo not drawn) the results were KCNH2 3.1 block 3, Eya2 phos inh -11%, Mito fusion yeast 3%, TRPV1 ag 5, TCR act 1%, USP2a block 2%, TSHR antag 3, AT treatment 6%, KCNH2 WT inh -12 and ELG1 DNA repair inconclusive.
`O=C(NC(NC(=S)Nc1c(Cl)cc(Cl)cc1Cl)C(Cl)(Cl)Cl)OCc1ccccc1` (stereo not drawn) gave KCNH2 3.1 block -9, Eya2 phos inh -4%, Mito fusion yeast 1%, TRPV1 ag 2, TCR act 4%[46.1 µM], USP2a block -1%, TSHR antag -32, AT treatment 9%, KCNH2 WT inh -2 and ELG1 DNA repair -19%.
For COc1ccccc1NC(=O)c1ccccc1NS(=O)(=O)c1cccs1 the results were KCNH2 3.1 block 20, Eya2 phos inh -8%, Mito fusion yeast 0%, TRPV1 ag 2, TCR act 0%, USP2a block 0%, TSHR antag 2, AT treatment 6%, KCNH2 WT inh -6 and ELG1 DNA repair -4%.
`CC(=O)Nc1ccc(S(=O)(=O)NC2C3(C)CCC(C3)C2(C)C)cc1` (stereo not drawn) gave KCNH2 3.1 block -6, Eya2 phos inh 1%, Mito fusion yeast -2%, TRPV1 ag 9, TCR act 0%, USP2a block -1%, TSHR antag 6, AT treatment -8%, KCNH2 WT inh 4 and ELG1 DNA repair -12%.
For O=C(NCCCn1ccnc1)c1ccc(S(=O)(=O)N2CCOCC2)cc1 the results were KCNH2 3.1 block -3, Eya2 phos inh -5%, Mito fusion yeast 2%, TRPV1 ag 2, TCR act -27%, USP2a block 0%, TSHR antag 10, AT treatment 8%, KCNH2 WT inh -8 and ELG1 DNA repair 6%.
